TNFa cytotox = toxic to HUVEC cells under TNF alpha stimulation | HUVEC TNFalpha-stimulated, Hoechst cell count, imaging | cell count reduction, % at 2 µM | 0.17% of 93,000 active;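 active = cell count reduction exceeding the screen mean by over 5 SD, scaled to untreated wells per plate, cut at about 78% in these data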;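 note: cells counted after 24 h of TNF alpha exposure following the 1 h pretreatment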
VCAM1 TNFa inh = reduces TNF alpha induced VCAM1 expression in HUVEC; AID 802; HUVEC TNFa-induced VCAM-1 immunofluorescence, high-content imaging; inhibition, % at 2 µM; 0.48% of 95,000 active;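 active = inhibition above the batch mean plus 3 SD, with images confirmed as a hit by eye, cut at about 37% in these data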;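 note: 0% = TNF-stimulated DMSO wells and 100% = unstimulated control wells; not every result past the cut was called active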
Smad3 inh = Smad3 (human) transcription factor binding inhibition; P84022; TR-FRET Smad3/Dy647-FoxH1 peptide binding, europium anti-His; inhibition, % at 25 µM; 0.29% of 88,000 active;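 active = compounds that reduce the energy-transfer binding signal between the protein and its labelled peptide by more than half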;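 note: 0% = Smad3 plus labelled peptide maximal FRET and 100% = peptide-only background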
Target sequence (P84022 whole entry, looked up): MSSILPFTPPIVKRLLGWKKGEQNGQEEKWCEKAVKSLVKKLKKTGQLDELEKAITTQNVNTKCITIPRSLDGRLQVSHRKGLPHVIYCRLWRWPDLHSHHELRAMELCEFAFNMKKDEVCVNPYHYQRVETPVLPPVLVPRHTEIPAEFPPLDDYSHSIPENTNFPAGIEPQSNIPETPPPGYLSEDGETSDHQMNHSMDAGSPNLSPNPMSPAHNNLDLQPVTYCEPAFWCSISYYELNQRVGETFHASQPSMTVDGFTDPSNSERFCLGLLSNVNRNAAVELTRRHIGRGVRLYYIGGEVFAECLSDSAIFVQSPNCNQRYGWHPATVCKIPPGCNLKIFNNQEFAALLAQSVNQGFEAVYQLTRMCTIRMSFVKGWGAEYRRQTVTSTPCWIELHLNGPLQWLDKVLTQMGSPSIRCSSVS
Lung fibro prol = blocks proliferation of human lung fibroblasts; LL 47 human lung fibroblast viability, ATP luminescence; hits give low values; 1.1% of 85,000 active; viability, % at 10 µM; AID 719;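 active = viability at or below 50% in the single dose screen; inactive = viability above 50%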;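 note: compound exposure lasted 72 h before the ATP readout; 100% = median luminescence of untreated cell-only wells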
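Times – overnight cell rest, 72 h compound treatment at 37 °C · Test system – human lung fibroblast line LL 47, low passage · Amount – 1,150 cells in each well · Controls – cell-only wells, no compound · Doses – 0.1% DMSO in all compound wells · Measured by – CellTiter-Glo luminescence · Buffer or medium – IMEM plus 15% FBS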
Pyk2 oligo antag = blocks oligomerization of human Pyk2 in cells; Q14289; Q293 cells, Pyk2 FERM NanoBiT luminescence; hits give low values; 0.83% of 99,000 active; z-score (the deposit names both 25 µM and 10 µM);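 active = Z-score of -3 or lower, scaled per plate to the spread of control and sample wells; inactive = z-score above -3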;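 note: negative z-score means lost luminescence so less FERM oligomerization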
H69AR growth 86K = blocks growth of human H69AR lung tumor cells | H69AR lung tumor viability, ATP luminescence, 72 h; hits give low values | viability, % at 10 µM | 6% of 85,000 active | AID 598;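 active = viability at or below 40%; inactive = viability above 40%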;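 note: multidrug resistant small cell line overexpressing MRP-1 efflux transporter; 100% = mean luminescence of untreated control wells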
F-actin modifier = alters cytoskeleton assembly in HUVEC cells; HUVEC TNFa F-actin phalloidin imaging, high content; inhibition, % at 2 µM; 0.18% of 91,000 active; AID 836;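 active = inhibition above the batch mean plus 3 SD and confirmed as a hit by visual image inspection, cut at about 30% in these data, passing the limit was not always enough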; note: strong numbers were not always called active
HUVEC tox IL1B = HUVEC cytotoxicity counter-screen, IL-1B stimulated. HUVEC cell count loss, Hoechst imaging. cell count reduction, % at 2 µM. 0.41% of 94,000 active. AID 845;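 active = cell count reduction more than 3 SD above the screen-wide mean, cut at about 70% in these data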;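 note: normalized per plate to untreated control cells as the no-loss baseline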
HUVEC inhibit = human endothelial cell proliferation inhibition. viability, % at 10 µM (by protocol). AID 648. 1.1% of 86,000 active. HUVEC proliferation, CellTiter-Glo luminescence, 72 h; hits give low values;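 active = viability at or below 30%; inactive = viability above 30%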;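 note: 100% = median luminescence of DMSO-only cell control wells on each plate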
Numbers without * were called inactive; / = no result given; [ ] = remark or other dose.

SMILES	TNFa cytotox	VCAM1 TNFa inh	Smad3 inh	Lung fibro prol	Pyk2 oligo antag	H69AR growth 86K	F-actin modifier	HUVEC tox IL1B	HUVEC inhibit
CCOc1cc(C(=O)Nc2c(C)ccc3nsnc23)cc(OCC)c1OCC	-9	-4	4	95	0.45	78	-10	-3	74
COc1ccc(CNc2ccc3c(c2)CCC3)cc1OC	-13	-2	17	96	/	104	17	/	93
Cc1ccc(-c2nn(C)c(=O)c3ccccc23)cc1S(=O)(=O)NCCN1CCOCC1	-19	7	-1	96	1.3	83	3	-13	100
O=C(Cn1nc(C(F)(F)F)c2c1CCCC2)Nc1ccc2c(c1)OCO2	-3	-9	1	104	0.25	107	-31	2	107
COCCNC(=O)c1ccccc1NC(=O)c1ccccc1N(C)S(=O)(=O)c1ccc(C)cc1	0	19	/	/	-0.38	/	6	-12	/
CCn1c(=N)c(C(N)=O)cc2c(=O)n3cccc(C)c3nc21	13	12	1	94	/	88	-20	14	92
CC(C)OCCCNS(=O)(=O)c1ccc2c(c1)oc(=O)n2C	-4	10	8	96	/	80	8	-20	104
O=C(C1CCCN(S(=O)(=O)c2cccs2)C1)N1CCc2ccccc2C1 (stereo not drawn)	-8	11	-3	94	0.22	74	16	8	104
CCOc1ccc(C2=NNC(c3cccs3)=Nc3ccc(OC)cc32)cc1	-16	-19	0	107	-0.73	81	-3	20	98
COc1ccc(CCNc2oc(COc3ccccc3F)nc2C#N)cc1	-42	6	-12	104	-0.52	93	62*	6	72
CC1(C)Cc2ccccc2-c2nnc(SCC(=O)Nc3ccc4c(c3)OCO4)n21	-19	1	1	111	-2.4	90	-7	-1	106
NC(=O)CSCc1c(Cl)cccc1Cl	-15	8	1	103	0.45	93	-3	-4	105
COc1cc2[nH]c(=S)n(Cc3ccco3)c(=O)c2cc1OC	1	25	16	103	-0.08	91	-11	3	88
COc1ccc(Cl)cc1NC(=O)CSc1nnc(CN2CCOCC2)n1-c1ccc(Cl)cc1	-18	14	-23	86	0.55	52	-1	-5	75
COC(=O)c1ccccc1NC(=O)c1cccc(NC(=O)c2ccc(Br)o2)c1C	14	18	-1	88	0.74	89	-10	-10	70
COc1ccc(OCc2nc(N)nc(Nc3ccccc3)n2)cc1	-9	8	5	93	-0.43	90	16	-18	120
COc1ccccc1C(=O)C(O)c1ccccc1OC (stereo not drawn)	-11	-5	15	98	-0.63	99	15	/	94
CC(=O)NCCNC(=O)[C@H](Cc1ccccc1)NC(=O)c1cccs1	7	3	/	/	-0.91	/	3	-10	/
NC(=O)C(c1ccc(Cl)cc1)c1ccc(Sc2ccccc2)nn1 (stereo not drawn)	-8	0	8	103	-0.5	91	12	/	109
CCN(CC)S(=O)(=O)c1cccc(NC(=O)C2SC(=Nc3ccc(C)cc3C)C(C(=O)NCC3CCCO3)=C2N)c1 (stereo not drawn)	-11	-4	/	/	1.1	/	3	13	/
CCc1nc2c(cnn2-c2ccc(Cl)cc2)c(=O)n1-c1ccc(OC)cc1	-13	-6	-4	89	0.86	64	-14	-4	93
CC(C)COC(=O)c1ccc(NC(=O)C2C3C=CC(C3)C2C(=O)O)cc1 (stereo not drawn)	1	-1	-3	101	-0.1	98	-21	6	83
CCCS(=O)(=O)c1c(S(=O)(=O)CCC)c2ccccn2c1C(=O)OC	0	11	11	97	0.24	85	-8	-42	106
c1ccc(-n2nnnc2SCc2ccccn2)cc1	5	18	-5	103	0.72	78	14	11	97
O=C(c1ccco1)N(Cc1ccco1)c1ccc(O)cc1	/	/	-1	94	-0.95	92	/	/	85

Given as comma-separated lines: entries from further up.
mol,TNFa cytotox,VCAM1 TNFa inh,Smad3 inh,Lung fibro prol,Pyk2 oligo antag,H69AR growth 86K,F-actin modifier,HUVEC tox IL1B,HUVEC inhibit
CCn1c(=N)c(C(N)=O)cc2c(=O)n3cccc(C)c3nc21,13,12,1,94,/,88,-20,14,92
CC(C)OCCCNS(=O)(=O)c1ccc2c(c1)oc(=O)n2C,-4,10,8,96,/,80,8,-20,104
O=C(C1CCCN(S(=O)(=O)c2cccs2)C1)N1CCc2ccccc2C1 (stereo not drawn),-8,11,-3,94,0.22,74,16,8,104
CCOc1ccc(C2=NNC(c3cccs3)=Nc3ccc(OC)cc32)cc1,-16,-19,0,107,-0.73,81,-3,20,98
COc1ccc(CCNc2oc(COc3ccccc3F)nc2C#N)cc1,-42,6,-12,104,-0.52,93,62*,6,72
CC1(C)Cc2ccccc2-c2nnc(SCC(=O)Nc3ccc4c(c3)OCO4)n21,-19,1,1,111,-2.4,90,-7,-1,106
NC(=O)CSCc1c(Cl)cccc1Cl,-15,8,1,103,0.45,93,-3,-4,105

Next section:
SMILES	TNFa cytotox	VCAM1 TNFa inh	Smad3 inh	Lung fibro prol	Pyk2 oligo antag	H69AR growth 86K	F-actin modifier	HUVEC tox IL1B	HUVEC inhibit
O=[N+]([O-])c1cc(Cl)ccc1NCCNc1ncc(C(F)(F)F)cc1Cl	-21	2	/	/	-0.9	/	11	-18	/
CCOc1nc(C)ccc1-c1noc(-c2ccccc2OC)n1	/	-24	1	94	-1	80	-4	6	126
CCOC(=O)/C(=N/Nc1ccc(Cl)cc1)S(=O)(=O)c1ccc(Cl)cc1	-17	-12	2	95	-1.1	80	-8	-1	66
Cc1cccc(-c2nnc3n2N=C(c2ccc(Br)cc2)CS3)c1	/	/	16[fluorescence artefact?]	78	/	52	/	/	72
CCSc1nnc(-c2cccnc2)n1Cc1ccco1	-3	3	5	94	1.4	102	5	-6	100
COc1cc(Cl)ccc1S(=O)(=O)n1nc(C)cc1C	-19	12	4	99	0.19	101	-2	-19	92
Nn1c(SCc2cccc3ccccc23)nnc1-c1ccco1	26	4	0	106	-0.08	85	-12	7	77
Cn1c(CCN2CCCCC2)nc2cc(NC(=O)Nc3ccccc3)ccc21	-12	14	-2	107	0.15	75	8	-1	100
O=C(NCc1ccccc1)c1c(O)c2cccc3c2n(c1=O)CCC3	-8	-30	1	96	-0.67	73	-34	-52	97
Cn1c(CN2CCN(c3ccc(Cl)cc3)CC2)nc2ccccc21	-15	9	-10	99	-0.08	99	-78	-29	93
COc1ccccc1N1CCN(CC(=O)Nc2c(C)n[nH]c2C)CC1	/	/	6	104	1.2	85	/	1	95
O=C(O)C1C2C=CC(O2)C1C(=O)NC1CCCc2ccccc21 (stereo not drawn)	0	4	-1	101	0.37	100	/	-25	99
N#CC12C(N)=NC3(OCCO3)C1(C#N)C1=C(CCC1)NC2c1ccccc1 (stereo not drawn)	-6	0	-5	98	0.46	/	28	-56	100
CN(Cc1cc2ccccc2[nH]c1=O)S(C)(=O)=O	-7	8	5	108	0.83	101	34	-28	90
CCN1CCN(S(=O)(=O)c2cc(C)c(OC)cc2C)CC1	/	-12	6[fluorescence artefact?]	87	2.2	94	4	16	97
Cc1ccc(-c2noc(CN3CCN(C(c4ccccc4)c4ccccc4)CC3)n2)cc1	-17	7	-5	101	-0.23	103	23	7	108
CC(=O)Nc1ccc(S(=O)(=O)NCC2CCC(C(=O)N3CCCCCC3)CC2)cc1 (stereo not drawn)	11	6	-1	/	1.7	86	/	21	95
O=C(Cn1cnc2ccccc21)NCCCN1CCOCC1	-14	5	5	98	-0.64	93	17	10	95
CCCNS(=O)(=O)c1ccc(OCC(=O)Nc2ccc3c(c2)OCCO3)cc1	-25	-2	0	96	-0.63	85	6	-15	88
CCn1cc(C(=O)N2CCn3c(nc4ccccc43)C2)c(=O)c2ccc(C)nc21	9	0	1	97	/	96	-10	7	93
O=C(CN1CCN(c2ccccn2)CC1)Nc1ccc2ccccc2c1	-16	4	1	96	1.7	82	6	-23	95
CC(=O)Nc1ccc(N2CCOCC2)c(C(=O)Nc2cccc(C)c2)c1	-12	-10	-1	102	1.4	84	32	-9	95
O=C1c2ccccc2C(=O)C12OC(c1ccccc1)C1(C(=O)c3ccccc3C1=O)C2c1cccc([N+](=O)[O-])c1 (stereo not drawn)	-30	12	7	95	/	99	20	-19	92
O=C1N2CCSC2=NC1(Nc1ccccn1)C(F)(F)F (stereo not drawn)	-18	86*	-6	101	0.63	99	24	-24	102
CC(C)CC(=O)Nc1ncnc2c1C(=O)CC(C)(C)C2	-3	3	0	100	-0.86	101	-8	16	93
SMILES	TNFa cytotox	VCAM1 TNFa inh	Smad3 inh	Lung fibro prol	Pyk2 oligo antag	H69AR growth 86K	F-actin modifier	HUVEC tox IL1B	HUVEC inhibit
NC1=NC(c2cn(-c3ccccc3)nc2-c2cccs2)n2c(nc3ccccc32)N1 (stereo not drawn)	-18	7	18	102	0	94	-3	-10	82
O=C(Nc1cccc(Cl)c1)OCc1cncs1	2	-2	3	94	1.6	101	-5	2	94
COc1ccc(S(=O)(=O)NCCc2ccc(F)cc2)cc1	-13	21	14[fluorescence artefact?]	/	-0.05	101	4	-16	100
CC(=O)Nc1ccc(S(=O)(=O)N2CCN=C2C)cc1	-19	-3	3	101	0	91	7	8	89
O=C(c1noc2c1CCCCC2)N1CCN(C(c2ccccc2)c2ccccc2)CC1	/	/	0	98	/	76	/	/	95
Cc1ccc(N(CC(=O)NCc2ccc(F)cc2)S(=O)(=O)c2cccs2)cc1	-31	4	0	95	-1.8	96	/	-4	99
COc1ccccc1N1CCN(C(c2ccccc2)c2nnnn2CCc2ccccc2)CC1 (stereo not drawn)	-30	-4	17[fluorescence artefact?]	96	-1.6	79	9	-38	105
CC1CCN(Cc2nc3c(c(=O)n(C)c(=O)n3C)n2Cc2c(F)cccc2Cl)CC1	-4	-1	3	97	/	82	1	-149	101
O=C(c1ccccc1)N1CCN(C2CC3CCC2C3)CC1 (stereo not drawn)	-30	19	0	103	-0.58	96	24	-14	100
C/C(Nc1cccc(F)c1)=C(/C#N)C(N)=O	-12	12	1	110	1.5	105	8	-24	100
Cc1nc(CS(=O)(=O)c2ccccc2)cc(N2CCOCC2)n1	-26	0	/	/	0.47	/	-8	0	/
Cc1cc(NC(=O)c2ccc(Cn3nc(C)c(Br)c3C)o2)no1	6	-6	3	100	-1.2	85	-14	-37	94
O=C(NCc1ccc2c(c1)OCO2)c1cc2c(s1)CS(=O)(=O)C2	/	/	7	98	0.36	100	/	/	91
CCOC(=O)Nc1cc(OCC)c(NC(=O)C2CC2)cc1OCC	-31	6	11	98	2.5	88	1	1	96
O=S(=O)(c1ccccc1F)N1CCN(Cc2nc3ccccc3[nH]2)CC1	-8	8	/	/	0.48	/	9	8	/
O=C(c1ccccc1)c1ccc(N2CCOCC2)c(F)c1	-8	15	4	95	-0.58	87	8	-21	107
Cc1cc(NC(=O)COC(=O)C2CCCN2C(=O)c2cccs2)no1 (stereo not drawn)	-11	3	3	99	0.93	100	9	1	94
CCCOc1ccccc1C(=O)NCCCC(=O)O	4	-20	2	101	0.32	84	-4	-170	97
Fc1cccc(C2NC(=S)NC3=C2N2CCC3CC2)c1 (stereo not drawn)	24	9	-3	100	0.56	91	-30	14	92
CNc1c([N+](=O)[O-])cnn1-c1ccccc1Cl	-5	-3	/	/	0.57	/	2	-6	/
CCCCCCCCCCn1cc(C(C)=O)c(=O)[nH]c1=O	-17	-4	/	/	1.7	/	-8	-18	/
CCN(Cc1ccccc1)C(c1ccc(C)cc1)c1nnnn1C(C)(C)CC (stereo not drawn)	-15	-1	-4	95	-0.21	55	/	7	101
O=C(CSc1nnc(-c2ccc(F)cc2)o1)Nc1ccc(S(=O)(=O)N2CCCCCC2)cc1	39	8	6	92	0.75	48	8	-38	63
COCCNC(=O)C(C)OC(=O)c1cc2sccc2n1C (stereo not drawn)	28	4	-22	101	-0.32	84	-26	-4	97

Screens: PubChem BioAssay, several laboratories

This is a subset; the hit share may differ from the screen's.
